BAZ2B block – qHTS Assay for Inhibitors of BAZ2B. Bromodomain adjacent to zinc finger domain protein 2B (Homo sapiens), Q9UIF8. hit rate 4.4% among 360,000. AlphaScreen BAZ2B-H3K14Ac peptide displacement. AID 504333, 2011. Potency, µM (series often up to 114 µM), for the others: at the highest dose activity change, negative = inhibition, hits mostly inhibitors; also: potency is read from the fitted curve at half-maximal effect; % is scaled to controls: 0 for no effect and ±100 for the full control effect; nearly all actives have a fitted effect of over 60% in size
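Inhibition is scored as reduced AlphaScreen emission. The BAZ2B/b-H3(5-23)K14Ac complex (50 nM each) in PBS pH 7.4, 0.01% Tween-20 meets compound (up to 110 uM) for 30 min at RT before bead addition.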
Pin1 inh – qHTS Assay to Find Inhibitors of Pin1; Pin1 FP peptide displacement, HiFluor488, 10 min; Peptidyl-prolyl cis-trans isomerase NIMA-interacting 1 (Homo sapiens), Q13526; Potency, µM (top dose mostly 115 µM), for the others: at the top dose activity, negative = inhibition, hits mostly inhibitors; hit rate 0.009% among 390,000; AID 504891, 2011; active = well fitted inhibition curve with a large enough effect in the polarisation, with a control signal flat, not every such curve was filed as active; inconclusive = small, poorly fitted or top-dose-only effect, or effect the other way, or a change in a side signal; inactive = no such curve, though single readings can be large or run the other way; the % refers to the polarisation; also: potency is read from the fitted curve at half-maximal effect; % is scaled to controls: 0 for no effect and ±100 for the full control effect
GLS inh – qHTS for Inhibitors of Glutaminase (GLS); GLS enzymatic activity, qHTS titration; Potency, µM (titrated, usually from 45.5 µM), without a hit: at the highest dose activity change, negative = inhibition, most hits filed as inhibitors; hit rate 0.21% among 410,000; AID 624170, 2012; also: potency is read from the fitted curve at half-maximal effect; % is scaled to controls: 0 for no effect and ±100 for the full control effect
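hKGA in 45 mM KH2PO4 (pH 8.2), 0.02% Tween-20 with compound, then 1mM L-Glutamine (stock as added) plus glutamate oxidase/HRP/Amplex red coupling mix. Fluorescence read initially and after 30 min at RT; signal change reflects glutamate formation.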
Tb PGK inh – qHTS Assay to Find Inhibitors of Phosphoglycerate Kinase | PGK/GAPDH coupled, Kinase-Glo luminescence, 60 min | Phosphoglycerate kinase, glycosomal (Trypanosoma brucei brucei), P07378 | Potency, µM (titrated, usually from 57.5 µM), inactives show at the top dose activity change, negative = inhibition, usual class: inhibitors | AID 602233, 2012 | hit rate 0.043% among 380,000; also: potency is read from the fitted curve at half-maximal effect; % is scaled to controls: 0 for no effect and ±100 for the full control effect; nearly all actives have a fitted effect of over 60% in size
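Recombinant glycosomal PGK reaction used 1,3-bisphosphoglycerate generated in-well by GAPDH (100nM final) in 100mM TEA pH 7.6, 5mM MgCl2, 0.01% Tween-20. After 60 minutes at room temperature, ATP was read by Kinase-Glo Plus luminescence end-point.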
HP1b binding inh – HTS for Inhibitors of HP1-beta Chromodomain Interactions with Methylated Histone Tails; Chromobox protein homolog 1 (Homo sapiens), P83916; AlphaScreen HP1-beta / biotin-H3K9me3 peptide binding; Potency, µM (doses to about 114 µM), for inactives: top-dose activity change, negative = inhibition, usual class: inhibitors; hit rate 0.56% among 390,000; AID 540317, 2011; also: potency is read from the fitted curve at half-maximal effect; nearly all actives have a fitted effect of over 70% in size; inactives centre near 23
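HP1-beta protein (50 nM final) preincubated 30 min at room temperature with biotinylated H3(1-18)K9me3 peptide (50 nM) in PBS pH 7.4, 0.01% Tween-20, then compound added for 30 min. AlphaScreen streptavidin donor/nickel chelate acceptor beads (10 ug/mL final), 30 min dark, luminescence read.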
G9a inh – qHTS Assay for Inhibitors of Histone Lysine Methyltransferase G9a | Histone-lysine N-methyltransferase EHMT2 (Homo sapiens), Q96KQ7 | G9a H3K9 monomethylation, AlphaScreen, 2 h | Potency, µM (highest dose often 102 µM), for the others: top-dose activity, negative = inhibition, usual class: inhibitors | hit rate 8.8% among 350,000; also: potency is read from the fitted curve at half-maximal effect; % is scaled to controls: 0 for no effect and ±100 for the full control effect; nearly all actives have a fitted effect of over 75% in size
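Compounds were preincubated with 20 nM G9a for 15 min, after which biotinylated H3K9 peptide (500 nM) and SAM (20 uM) started a 2 h room-temperature reaction. Monomethylated product was quantified by antibody-based AlphaScreen chemiluminescence.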
Pol eta inh – qHTS for Inhibitors of Polymerase Eta. DNA polymerase eta (Homo sapiens), Q9Y253. recombinant Pol eta, fluorescent DNA replication assay. Potency, µM (series often up to 114 µM), inactives show at the top dose activity change, negative = inhibition, usual class: inhibitors. hit rate 1.2% among 390,000; also: potency is read from the fitted curve at half-maximal effect; % is scaled to controls: 0 for no effect and ±100 for the full control effect
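Fluorescent replication assay: 50 nM final substrate added after a 15 min room-temperature compound preincubation with 10 nM enzyme. Signal taken at 0 min and again at 10 min.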
JMJD2A Tudor inh – qHTS Assay for Inhibitors of JMJD2A-Tudor Domain | AlphaScreen JMJD2A-Tudor / H3K4me3 peptide binding | Potency, µM (highest dose often 114 µM), without a hit: top-dose activity change, negative = inhibition, actives largely listed as inhibitors | hit rate 4.4% among 390,000 | AID 504339, 2011; also: potency is read from the fitted curve at half-maximal effect; % is scaled to controls: 0 for no effect and ±100 for the full control effect; nearly all actives have a fitted effect of over 50% in size
PI4K2A inh – qHTS for small molecular inhibitors of PI4K2A | activity change, negative = inhibition, % at 76.9 µM | hit rate 0.13% among 420,000 | purified PI4K2A, ADP-Glo luminescence, 1 h; stronger effect = lower value | AID 1346378, 2018 | Phosphatidylinositol 4-kinase type 2-alpha (Homo sapiens), Q9BTU6; in the data active = activity change below about -50%; inconclusive = mostly about -30% to -49%;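 also: -100% = wells without enzyme as full effect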
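ADP-Glo luminescence measured ADP generated by PI4K2A enzyme (4 ug/mL before mixing) with 1.2 mM PI substrate (pre-mix) and 300 microM ATP (pre-mix). Tris pH7.5 buffer with MgCl2, Triton X-100; 1 h reaction at ambient temperature.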
* hit, by the source's call; i = inactive; ? = inconclusive; nt = not tested or not shown; & = joins results of further samples; [ ] = dose if it differs, or a comment. Unless noted, calls follow the shape of the dose curve; as a rule, active = well fitted curve in the direction sought with a large enough effect; inconclusive = small, poorly fitted or top-dose-only effect, or another doubt; inactive = no such curve, though single readings can be large; an effect the other way counts as inactive or inconclusive.

cpd	smiles	Pin1 inh	PI4K2A inh	JMJD2A Tudor inh	Pol eta inh	Tb PGK inh	GLS inh	G9a inh	HP1b binding inh	BAZ2B block
1	O=C(NCc1ccco1)c1ccc(=O)[nH]n1	4.7%	-13.7	-17.0%	?	-2.0%	-18.7%	-14.4%[59 µM]	18.5%	-8.3%
2	CCOc1ccc(NC(=O)c2sc3nc4c(c(-c5ccccc5)c3c2N)C(=O)CC(C)(C)C4)cc1	0.6%	-10.3	-11.8%	nt	nt	-1.2%	-6.4%[59 µM]	19.3%	2.3%
3	C/C(=N/NC(=O)CNC(=O)COc1ccccc1)c1ccco1	-1.3%	-3.2	-7.1%	-15.8%	i	-2.6%	-5.1%	36.6%	-5.2%
4	O=C(OCC#CCSc1nnc(-c2ccccc2)o1)c1ccco1	1.8%	2.7	27.7%	-9.3%	i	-14.8%	33.6%[59 µM]	52.8%	6.3%
5	Cc1ccc(OCC(O)CN2CCOCC2)cc1 (centres undefined)	3.8%	3.5	-12.9%	-18.5%	0.0%	-3.1%	-10.7%[0.501 µM]	27.2%	10.8%
6	Cc1cc(C)c([C@@H]2C[C@H]3CN(C4CCCC4)C(=O)[C@]34CCCN24)c(-n2cccn2)c1	-11.6%	4.4	-7.0%	-17.3%	i	-0.9%	-29.3%[59 µM]	5.1%	-26.6%
7	O=C(CN1C(=O)c2cccc3cccc1c23)NCc1ccc2c(c1)OCO2	35.3%[activator]	0.3	-10.9%	-13.1%	-7.2%	-13.6%	?	23.5%	14.8%
8	CCOC(=O)C(Cc1ccccc1)NC(=O)Cn1nnc(-c2ccccc2)n1 (centres undefined)	?	3.0	33.3%	3.3%	1.9%	-11.8%	8.5%[59 µM]	19.1%	0.7%
9	COC(=O)C1=C(C)NC(=O)C1(Nc1nccs1)C(F)(F)F (centres undefined)	0.3%	-4.6	-19.7%	-6.1%	-7.0%	15.0%	-11.6%[59 µM]	20.4%	8.8%
10	C=CCn1c(CSCc2ccc(Cl)cc2)nnc1SCC(=O)NCc1ccccc1	-5.1%	-10.8	-22.4%	-19.3%	-5.6%	4.8%	-8.3%[12.7 µM]	14.2%	5.4%
11	O=C(COc1ccc(F)cc1)N(Cc1ccco1)C1CCS(=O)(=O)C1 (centres undefined)	-1.7%	2.7	-7.6%	6.8%	-2.1%	6.2%	nt	11.0%	-9.0%
12	COc1ccc(S(=O)(=O)N2CCCCCC2)cc1C(=O)N(C)CCOc1ccc(Cl)cc1	?	5.6	-20.4%	-10.4%	i	1.6%	-37.1%	-19.9%	9.2%
13	CCCN1CCC(=O)N(CCOc2ccccc2)CC1	1.7%	-3.6	-17.6%	-15.0%	-1.1%	0.9%	?	25.9%	1.5%
14	CCOC(=O)c1ccc(NC(=O)c2nn(CC)cc2Br)cc1	-3.3%	7.4	1.3%	-10.1%	-2.5%	0.2%	-1.3%[59 µM]	20.8%	-2.2%
15	Cc1onc(NC(=O)NC(=O)c2ccccc2F)c1Br	-6.5%	0.1	-4.8%	-19.0%	-2.1%	-3.0%	nt	18.7%	-8.8%
16	COc1ccc(NC(=O)CSc2nc(-c3cccs3)cc(C(F)(F)F)n2)cc1OC	0.9%	0.4	-15.1%	2.9%	i	-12.9%	-12.2%[59 µM]	-6.2%	-1.3%
17	COc1ccc(S(=O)(=O)NCC2CCCO2)cc1NC(=O)c1ccccc1F (centres undefined)	5.7%	-1.6	-11.3%	6.1%	1.4%	-2.7%	13.0%	120.4%[activator]	-9.4%
18	CC1c2ccsc2CCN1S(=O)(=O)c1cccs1 (centres undefined)	0.6%	-4.5	17.9%	-13.5%	-0.3%	-5.8%	40.1%	81.4%[activator]	13.1%
19	Cc1ccc(N2/C(=N/c3nc(C)cc(C)n3)NC(=O)CC2C(=O)O)cc1 (centres undefined)	-2.8%	-2.5	1.2%	-10.9%	-3.1%[11.5 µM]	11.1%	-8.7%	16.6%	10.8%
20	O=c1c2[nH]c3ccccc3c2ncn1Cc1ccco1	-8.7%	-19.2	5.8%	-7.3%	4.5%	8.6%	27.5%[0.501 µM]	52.8%[activator]	-6.7%
21	COc1ccc(-n2c(SCC(=O)Nc3nccs3)nc3sc4c(c3c2=O)CCN(C)C4)cc1	29.0%	-8.4	-29.1%	-5.3%	-6.3%	-24.7%	?	41.7%	-34.0%
22	CC(=O)CC(=O)Nc1ccc2ccccc2c1	-3.3%	0.9	-0.7%	-16.3%	-2.7%	3.2%	7.5%[59 µM]	40.8%[activator]	-1.0%
23	CC1(C(=O)OCC(=O)NCc2ccc(Cl)cc2)CC1(Cl)Cl (centres undefined)	0.0%	5.7	14.6%	?	-2.6%	3.3%	nt	54.8%[activator]	nt
24	Cc1cc(NC(=O)/C=C/c2cccc(F)c2)n(-c2nc3ccccc3[nH]2)n1	-0.4%	4.2	-12.0%	?	1.7%	5.6%	67.6%[activator][59 µM]	24.9%	4.6%
25	COc1ccc(CCNC(=O)CCc2c(C)nc3c(c(C)nn3-c3ccc(C)c(C)c3)c2C)cc1OC	?	1.7	0.3%	-23.6%	-2.1%	-1.3%	20.0%[59 µM]	70.9%[activator]	-2.6%
26	O=C(Nc1nc2n(n1)C(c1ccc(F)cc1)C=C(c1ccccc1)N2)c1ccc(Cl)cc1 (centres undefined)	-7.7%	0.7	1.0%	-10.0%	2.9%	-6.8%	?	44.2%[activator]	0.8%
27	O=C(CSc1nc2ccc(Nc3nc(N4CCCC4)nc(N4CCCC4)n3)cc2s1)NCc1ccco1	14.2%	3.2	-11.4%	-18.0%	-3.5%	-0.1%	nt	55.9%[activator]	-14.4%
28	O=C(Nc1ccccc1C(=O)NC(Cc1ccccc1)C(=O)O)c1ccco1 (centres undefined)	-24.9%	0.3	-7.4%	?	-9.9%	-29.6%	4.6%	43.5%[activator]	4.2%
29	CCn1c2ccccc2c2cc(NC(=O)c3ccc(C)c([N+](=O)[O-])c3)ccc21	2.7%	7.2	-15.3%	-5.4%	-2.0%	3.3%	?	18.0%	-22.6%
30	Cc1noc(C)c1CSCC(=O)Nc1cc(S(=O)(=O)N2CCOCC2)ccc1OCC(F)(F)F	-2.8%	1.7	-6.9%	-9.5%	-5.2%	2.6%	2.0%[0.501 µM]	28.1%	4.4%
31	O=C(NCc1cccc(Cl)c1)C1CCC(=O)N(CCN2CCOCC2)C1 (centres undefined)	-5.8%	4.2	-16.1%	?	-5.4%	1.1%	nt	18.1%	-4.0%
32	CC(=O)N(Cc1ccco1)c1nc(C(=O)Nc2ccc(Cl)cc2)c(C)s1	28.0%	0.4	-23.2%	-6.5%	1.8%	2.6%	?	?	-13.0%
33	O=C(c1ccco1)n1nc(-c2ccc(Cl)cc2)nc1NCc1ccc(F)cc1	-1.9%	-1.1	-10.0%	-11.6%	-8.8%	8.0%	11.3%[59 µM]	38.2%	-10.4%
34	Cc1sc2nc(-c3ccc(Br)cc3)oc(=O)c2c1C	-27.4%	1.1	-5.4%	3.2%	-10.5%	5.2%	-5.0%	28.3%	-2.4%
35	O=C(OCC(=O)N(C1CCCCC1)C1CCCCC1)c1ccc(Cl)nc1	7.2%	1.3	-33.9%	0.6%	2.8%	0.8%	30.3%[12.7 µM]	20.1%	-19.1%
36	CN(C)CCn1c2c(c(SCC(=O)NCc3ccccc3)nc1=O)CCCC2	-4.2%	-2.6	-4.1%	-17.0%	-5.1%	-7.9%	2.9%	18.5%	-5.6%
37	CCCCCC(=O)NC(=S)Nc1ccc(N2CCOCC2)cc1	1.6%	-0.2	-19.7%	3.0%	-2.6%	30.3%	3.55µM*	-0.2%	?
38	CCc1cccc2c(C(=O)COC(=O)c3ccccc3)c[nH]c12	-1.0%	-1.0	-4.1%	-21.1%	-9.7%	-10.2%	8.7%	29.8%	-3.5%
39	CCC[C@@H]1CCCO[C@@](C(=O)NCc2ccccn2)(C(F)(F)F)C1	2.5%&0.3%	-3.2	0.7%&-9.0%	-6.8%	2.9%	2.8%	nt	34.3%&31.4%	nt
40	O=C(O)C1(Nc2ccccc2)CCCC1	1.3%	-1.9	-0.7%	-10.6%	4.8%	9.2%	nt	-17.6%	nt
41	C#CCOCCOCCOCCNc1nc(N2CCN(C(=O)C([C@@H](C)O)n3cc([C@@H](N)CCCCN)nn3)CC2)nc(N2CCN(C(=O)[C@H](CCCCN)n3cc([C@@H](N)CC(N)=O)nn3)CC2)n1 (some centres undefined)	-2.3%	-6.9	79.4µM*	8.2%	i	-6.9%	nt	12.5%	nt

Along the list, from the results shown:
Compounds 29–33 in BAZ2B block: -22.6%, 4.4%, -4.0%, -13.0%, -10.4%
Compounds 29–33 in HP1b binding inh: 18.0%, 28.1%, 18.1%, ?, 38.2%
Compounds 29–33 in Pol eta inh: -5.4%, -9.5%, ?, -6.5%, -11.6%

Screening results: PubChem BioAssay, National Center for Advancing Translational Sciences (NCATS)

These rows are one share of the data; the hit share may differ from the screen's.
